Source: PubChem
NOD1 NF-kB reporter = NOD1 signaling inhibitors, primary screen, cell-based, luminescence, uHTS (AID 1578). actives 1% (n = 290,000). inhibition, % at 4 µM, or EC50 in µM where a hit was titrated. NOD1-driven NF-kB luciferase reporter cells, luminescence; higher % means a stronger effect; in the data active = inhibition mostly above about 36%, no sharp cut-off; inactive = mostly below about 34%;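 also: HEK-293T reporter cells stimulated with the NOD1 agonist gamma-tri-DAP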
GPR55 antagonists = GPR55 antagonists blocking LPI-driven arrestin recruitment, primary screen, imaging, U2OS, beta-arrestin-GFP, LPI agonist (AID 2013). G-protein coupled receptor 55 (Homo sapiens). U2OS GPR55 beta-arrestin-GFP translocation imaging, LPI antagonism; higher % means a stronger effect. inhibition, % at 10 µM; hits with a dose series show IC50 in µM. actives 0.13% (n = 290,000);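 active = spots per cell inhibited over 60%, with over 100 cells counted and total cytoplasm intensity under 500,000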;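 also: U2OS cells stably carrying GPR55 and arrestin-GFP stimulated by 5 µM LPI near EC80; imaged beta-arrestin-GFP aggregate spots per cell after agonist stimulation; plate controls were LPI-stimulated DMSO wells for no effect and DMSO wells without LPI for full effect; some results filed as inactive read as strong as hits; confirmed hits need IC50 under 10 µM and bright autofluorescent wells are also inconclusive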
KOR beta-arrestin-1 = KOR antagonists, beta-arrestin recruitment, cell-based, luminescence, uHTS (AID 1778) | Kappa-type opioid receptor (Homo sapiens) | KOR beta-arrestin recruitment, luminescence, antagonist mode; higher % means a stronger effect | one-dose inhibition, % at 10 µM; IC50 in µM for titrated hits | actives 0.091% (n = 290,000); in the data active = inhibition above about 50%; also: strong numbers were not always called active
HIV fusion peptide = inhibitors of HIV fusion peptide binding, primary screen, biochemical, uHTS, fluorescence dequenching (AID 1986) | cell-free peptide binding, fluorescence dequenching, 30 min; higher % means a stronger effect | actives 0.3% (n = 290,000) | one-dose inhibition, % at 20 µM; IC50 in µM for titrated hits; in the data active = inhibition mostly above about 52%, no sharp cut-off; inactive = mostly below about 76%; also: some results filed as inactive read as strong as hits
GPR55 beta-arrestin = GPR55 agonists via beta-arrestin recruitment, primary screen, imaging, U2OS cells, beta-arrestin-GFP redistribution (AID 1961); U2OS GPR55 beta-arrestin-GFP redistribution imaging; higher % means a stronger effect; G-protein coupled receptor 55 (Homo sapiens); activation, % at 10 µM; hits with a dose series show EC50 in µM; actives 0.048% (n = 290,000);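 active = activation above 40% with more than 50 cells counted in the well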;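 also: U2OS osteosarcoma cells stably expressing GPR55 and beta-arrestin-GFP; plate controls were DMSO negative control for no effect and LPI positive control for full effect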
GPR35 arrestin U2OS = GPR35 antagonists blocking zaprinast-driven arrestin recruitment, primary screen, imaging, U2OS, beta-arrestin-GFP, zaprinast agonist (AID 2058); actives 0.052% (n = 290,000); G-protein coupled receptor 35 (Homo sapiens); one-dose inhibition, % at 10 µM; IC50 in µM for titrated hits; U2OS GPR35 beta-arrestin-GFP translocation imaging, zaprinast antagonism; higher % means a stronger effect;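 active = inhibition of at least 50% with at least 30 cells and total cytoplasm GFP at most 10,000,000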
NS5 inhibitors = Dengue-2 NS5 methyltransferase inhibitors, primary screen, biochemical, confirmation dose response (AID 588689); Dengue-2 NS5 methyltransferase capping enzyme assay, biochemical; higher % means a stronger effect; actives 0.3% (n = 340,000); Genome polyprotein (Dengue virus type 2 (strain 16681-PDK53)); inhibition, % at 25 µM, or IC50 in µM where a hit was titrated; in the data active = a potency from the dose series
West Nile antiviral = West Nile virus antiviral activity, cell-based, CPE readout (AID 1621). actives 0.02% (n = 290,000). one-dose CPE inhibition, % at 10 µM; IC50 in µM for titrated hits. West Nile virus-infected cells, CPE inhibition; higher % means a stronger effect; in the data active = a potency from the dose series; also: strong numbers were not always called active
KOR beta-arrestin-2 = KOR agonists, beta-arrestin recruitment, primary screen, cell-based, luminescence, uHTS (AID 1777) | actives 0.02% (n = 280,000) | Kappa-type opioid receptor (Homo sapiens) | one-dose activation, % at 10 µM; EC50 in µM for titrated hits | KOR beta-arrestin recruitment, luminescence; higher % means a stronger effect; in the data active = activation above about 50%, passing the limit was not always enough; also: a part of the inactive calls stands beside numbers as strong as those of hits
NS5 inhibitors pilot replicate = second read-out of NS5 inhibitors, no call of its own (marks repeat the call); inhibition, %; measured here: pilot screen replicate inhibition
* marks the source's active call; other numbers are inactive results; / = not tested or not shown; [ ] = dose if it differs, or a comment.

Sample of the layout, 3 compounds:
SMILES | NOD1 NF-kB reporter | GPR55 antagonists | KOR beta-arrestin-1 | HIV fusion peptide | GPR55 beta-arrestin | GPR35 arrestin U2OS | NS5 inhibitors | West Nile antiviral | KOR beta-arrestin-2 | others
Cc1ccc2c(-c3csc(N)n3)c[nH]c2c1 | -6% | -11% | -10% | 2.6% | 0.0% | 0% | / | -0.5% | -1.9%
COc1ccc(C(=O)NNC(=O)CSc2nnc(C3CC3)n2C)cc1 | -17% | 15% | -24% | 0.7% | -0.2% | 4% | -5% | 0.1% | -3.7%
NNC(=O)c1oc2nc(-c3cccs3)cc(-c3ccco3)c2c1N | 0% | -2% | -5% | 10% | 0.2% | -11% | -8% | 0.3% | 5.6%

All compounds of this part, previewed entries included:
SMILES | NOD1 NF-kB reporter | GPR55 antagonists | KOR beta-arrestin-1 | HIV fusion peptide | GPR55 beta-arrestin | GPR35 arrestin U2OS | NS5 inhibitors | West Nile antiviral | KOR beta-arrestin-2 | others
Cc1ccc2c(-c3csc(N)n3)c[nH]c2c1 | -6% | -11% | -10% | 2.6% | 0.0% | 0% | / | -0.5% | -1.9%
COc1ccc(C(=O)NNC(=O)CSc2nnc(C3CC3)n2C)cc1 | -17% | 15% | -24% | 0.7% | -0.2% | 4% | -5% | 0.1% | -3.7%
NNC(=O)c1oc2nc(-c3cccs3)cc(-c3ccco3)c2c1N | 0% | -2% | -5% | 10% | 0.2% | -11% | -8% | 0.3% | 5.6%
Cc1c(NC(=O)Nc2ccccc2Cl)sc(=S)n1C | -23% | 7% | -19% | -0.7% | -0.4% | -6% | 4% | 0.0% | 4.1%
CC(C)(C)c1cc(NC(=O)CSc2nnc(NCc3ccccc3)s2)n(-c2ccccc2)n1 | 4% | -7% | -6% | 0.5% | 0.3% | -9% | -5% | -1.0% | -0.8%
CC1CN(C(=O)NCc2ccccc2)c2cc(Cl)ccc2O1 (centres undefined) | 1% | -2% | -24% | 1.9% | 1.0% | 18% | -4% | -0.8% | -3.1%
N#Cc1c(N2CCCCC2)nc(N2CCCCC2)c2c1CCN(Cc1ccccc1)C2 | -40% | 8% | 7% | 8.7% | -0.1% | 8% | 7% | 1.7% | 0.9%
O=C(Cc1ccccc1)NCCc1cccc(Cl)c1 | 2% | -10% | 3% | -1.3% | -0.1% | 11% | 3% | -0.5% | -4.5% | NS5 inhibitors pilot replicate=0.6
N#Cc1ccc(C(=O)NC2CCCCCCC2)cc1 | -43% | -13% | -5% | 0.0% | -0.2% | 7% | -7% | -1.3% | 1.2%
FC(F)(F)COc1nc(N/N=C/c2cccnc2)nc(N2CCCCC2c2ccccn2)n1 (centres undefined) | -56% | 1% | 17% | -2.3% | -0.5% | -6% | 4% | -1.9% | -2.7%
O=C1Cc2ccccc2C(=O)N1c1ccccc1 | -12% | 4% | 7% | 0.8% | 0.2% | 6% | -20% | 1.0% | 0.7%
COc1ccccc1N1CCN(C(=O)c2cnn3cccnc23)CC1 | -1% | 8% | 24% | -2.1% | -0.1% | 4% | / | -0.1% | -4.2%
Cc1c(OCC(=O)NCCCN2CCCC2=O)ccc2c3c(c(=O)oc12)CCC3 | -27% | 15% | 21% | -0.8% | -0.2% | -9% | -3% | -0.6% | 0.5%
CCCCCC1CCC(c2ccc(C(N)=O)cc2)CC1 (centres undefined) | 10% | 2% | 4% | 0.0% | 0.8% | 4% | 9% | 0.3% | -4.1%
CC(C)=NNC1=NC(C)(C)Cc2ccccc21 | -7% | 3% | 21% | 1.0% | 0.3% | 1% | 4% | -0.3% | 3.0%
Cn1c(NCCCO)nc2c(c1=O)C1(CCCCC1)Cc1ccccc1-2 | -2% | 6% | 40% | -2.2% | -0.2% | 5% | / | 1.5% | 0.1%
CN(C(=O)COC(=O)c1n[nH]c2ccccc12)C1CCS(=O)(=O)C1 (centres undefined) | -34% | 1% | 23% | 2.1% | 0.9% | 4% | -4% | 0.0% | -0.8%
CCOc1cccc(C2/C(=C(/O)c3ccc4c(c3)CC(C)O4)C(=O)C(=O)N2Cc2ccncc2)c1 (centres undefined) | -14% | 12% | -11% | -1.4% | 0.3% | 12% | -6% | 0.0% | 6.5%
CC1CN(C(=O)c2cccc(C(=O)N3CC(C)OC(C)C3)c2)CC(C)O1 (centres undefined) | -5% | 0% | 14% | 0.3% | -0.1% | -8% | 0% | / | 13%
O=C(Nc1ccccc1C(F)(F)F)N1CCN(c2ccc3nnc(-c4ccc(F)cc4)n3n2)CC1 | -19% | -1% | 6% | -3.4% | -0.1% | 4% | -3% | 2.8% | 2.1%
CC(C)(C)c1cc(C(=O)C[n+]2ccc(C(=O)NCCCO)cc2)cc(C(C)(C)C)c1O | -12% | 5% | 2% | -4.0% | -0.3% | -18% | -1% | 0.1% | 0.6%
O=C(O)CCn1cc(/C=C2\SC(=S)NC2=O)c(-c2ccccc2)n1 | -43% | -1% | -15% | 15% | 0.4% | -20% | / | 0.1% | 0.0%
O=[N+]([O-])c1cc(C(F)(F)F)ccc1N1CCN(CCO)CC1 | -24% | -3% | -5% | 0.3% | -0.4% | 8% | 2% | -1.2% | -3.3%
CCC1(CC)Cc2ccccc2-c2nc(CCl)[nH]c(=O)c21 | 55% | 7% | -22% | 4.3% | 0.3% | 3% | / | 1.4% | 2.5%
CCOC(=O)N1CCC(NC(=O)c2ccc3nc(N4CCOCC4)sc3c2)CC1 | -24% | 4% | -25% | 2.7% | 1.2% | 2% | -7% | -0.2% | 4.2%
C/C=C/c1ccc(OCCCCOc2ccc(OC)cc2)c(OC)c1 | -19% | 7% | -13% | 0.0% | -0.3% | -11% | 0% | -0.2% | 4.1%
CCCSc1cc(NCCOC(=O)CCC)c([N+](=O)[O-])c2nonc12 | -12% | 11% | -3% | 0.1% | 0.2% | -33% | 12% | -0.8% | -3.1%
CCOc1ccc(/C=C/c2nc(C#N)c(NCCCOC)o2)cc1 | -12% | -3% | -104% | 2.0% | -0.1% | 15% | -3% | -0.9% | 0.0%
CCn1nnc2cc(C(=O)NCCc3ccccc3F)ccc21 | -24% | -4% | 6% | -0.8% | -0.2% | 3% | -5% | -0.3% | -3.1%
CC(C)(C)c1ccc(C(=O)Nc2ccc3c(c2)C(=O)NC3=O)cc1 | -22% | -8% | -39%[20 µM] | 1.3% | -0.1% | 7% | -3% | -0.2% | 2.7%
Cc1nnc(SCc2ccc([N+](=O)[O-])cc2)[nH]c1=O | -28% | 1% | 5%[20 µM] | -0.5% | -0.1% | 1% | -3% | 0.4% | -1.3%
Cc1ccc(CN(c2ccc(C(=O)NCc3cccnc3)cc2)S(C)(=O)=O)cc1 | -11% | 0% | -16% | -1.9% | 0.0% | -7% | -2% | 0.1% | -2.8%
O=C(CCc1nnc(C2(c3ccc(Cl)cc3)CCC2)o1)NC1CC1 | -44% | -5% | 9%[20 µM] | -1.0% | 0.0% | 10% | -11% | 0.4% | -4.1%
O=S(=O)(Nc1ccccc1N1CCCCC1)c1ccc(F)cc1 | -3% | 11% | -10% | -0.5% | -0.2% | -15% | / | -0.7% | 2.1%
CC(C)(C)c1ccc(NC(=S)NCc2cccnc2)cc1 | -5% | 1% | -11% | -0.6% | -0.1% | -13% | 7% | -1.1% | 2.4%
CC(C)=NNC(=O)c1c(O)c2ccccc2[nH]c1=O | 3% | 0% | -44% | -1.2% | 0.3% | 12% | -4% | 0.6% | 2.8%
CCC(C)S(=O)(=O)c1snnc1C (centres undefined) | -26% | 6% | 23% | 11% | -0.1% | 10% | -9% | -0.3% | -3.1%
CNc1nccc(-c2ccc(F)cc2)c1C#N | -9% | -4% | 7% | -0.9% | 0.3% | 16% | -13% | 0.5% | -4.1%
Cc1cc(C)c(C)c(S(=O)(=O)N2CCCN(C)CC2)c1C | -18% | 8% | 3% | -0.1% | -0.2% | 2% | -2% | -0.2% | -0.4%
CC(C)(Cl)C1Cc2cc3ccc(=O)oc3cc2O1 (centres undefined) | -7% | -10% | -32% | -1.1% | 0.0% | 9% | 1% | 0.0% | 0.3%

Pulled one by one from the entries so far, 3 records:
SMILES | NOD1 NF-kB reporter | GPR55 antagonists | KOR beta-arrestin-1 | HIV fusion peptide | GPR55 beta-arrestin | GPR35 arrestin U2OS | NS5 inhibitors | West Nile antiviral | KOR beta-arrestin-2 | others
Cc1nnc(SCc2ccc([N+](=O)[O-])cc2)[nH]c1=O | -28% | 1% | 5%[20 µM] | -0.5% | -0.1% | 1% | -3% | 0.4% | -1.3%
O=[N+]([O-])c1cc(C(F)(F)F)ccc1N1CCN(CCO)CC1 | -24% | -3% | -5% | 0.3% | -0.4% | 8% | 2% | -1.2% | -3.3%
CC(C)(C)c1ccc(NC(=S)NCc2cccnc2)cc1 | -5% | 1% | -11% | -0.6% | -0.1% | -13% | 7% | -1.1% | 2.4%

(listing goes on)
SMILES | NOD1 NF-kB reporter | GPR55 antagonists | KOR beta-arrestin-1 | HIV fusion peptide | GPR55 beta-arrestin | GPR35 arrestin U2OS | NS5 inhibitors | West Nile antiviral | KOR beta-arrestin-2 | others
COC(=O)CN1C2(C#N)CCCCC2CC2CCCCC21C#N (centres undefined) | 7% | -12% | -23% | -1.0% | -0.1% | -7% | / | 0.1% | 0.2%
CSc1sc(-c2nnc(SCC(=O)Nc3ccc(Cl)cc3)n2C)c2c1C=CCC2 | -6% | -6% | -16% | -1.0% | -0.2% | 2% | / | -0.4% | -4.6%
N/N=C1\CCCc2nonc21 | -35% | 9% | -2% | -0.2% | 0.1% | -2% | -2% | -0.3% | 2.9%
COc1cccc(-n2c(-c3ccc4[nH]c(C)c(C)c4c3)n[nH]c2=S)c1 | -21% | -13% | -52%[20 µM] | -0.6% | 0.2% | -4% | -5% | 0.2% | -1.9%
COc1cccc(NC(=O)COC(=O)c2c(F)cccc2F)c1 | -16% | 7% | 24% | -1.4% | -0.4% | 8% | -1% | -0.1% | 5.5%
COC(=O)CN1C(=O)[C@H]2[C@@H](c3ccc(C)o3)N3C(=O)CN(Cc4ccccc4)C(=O)[C@@]3(Cc3ccccc3)[C@H]2C1=O | -2% | 3% | -59%[20 µM] | 1.1% | 0.2% | 11% | -8% | -0.4% | -3.0%
Cc1ccc(N2C(=O)CN(Cc3sccc3C)C2=S)cc1C | -20% | -3% | -20% | 1.0% | -0.2% | -14% | 1% | -1.0% | 2.0%
CC(=O)c1cc2c(cc1NC(=O)CN1CCCCCC1)OCO2 | 5% | 11% | 11% | 0.9% | -0.2% | 18% | 2% | -0.2% | 2.7%
CCC(=O)N1CCN(c2c(Cl)cccc2[N+](=O)[O-])CC1 | / | 18% | -2% | -1.3% | -0.1% | 4% | -3% | -0.1% | -3.9%
CCOC(=O)C1=C(c2ccccc2)Nc2ncnn2C1c1cc(OC)cc(OC)c1OC (centres undefined) | 3% | 5% | 2% | 3.8% | 1.2% | 1% | -7% | 0.5% | -2.0%

An excerpt (hit frequency here may not be typical).
